Screening results as filed in PubChem BioAssay.
SENP7 inh: SENP7 protease inhibition; Q9BQF6; recombinant SENP7, Z-RLRGG-aminoluciferin luminescence, 40 min; 330,000 compounds, 1.5% hits; inhibition, % at 5 µM;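 active = inhibition above about 50% at the single test dose, limit read from the data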;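 also: plate controls were DMSO with enzyme for no effect and no enzyme buffer wells for full effect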
HKDC1 inh: inhibitors of human hexokinase HKDC1; Q2TB90; recombinant HKDC1, G6PDH/diaphorase resazurin coupled fluorescence; inhibition, % at 20 µM; 340,000 compounds, 0.16% hits; AID 493160;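 active = inhibition above about 35% when tested at 20 µM, limit read from the data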;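 also: plate controls were DMSO wells with enzyme for no effect and DMSO wells lacking enzyme for full effect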
Target sequence (Q2TB90 whole entry, looked up): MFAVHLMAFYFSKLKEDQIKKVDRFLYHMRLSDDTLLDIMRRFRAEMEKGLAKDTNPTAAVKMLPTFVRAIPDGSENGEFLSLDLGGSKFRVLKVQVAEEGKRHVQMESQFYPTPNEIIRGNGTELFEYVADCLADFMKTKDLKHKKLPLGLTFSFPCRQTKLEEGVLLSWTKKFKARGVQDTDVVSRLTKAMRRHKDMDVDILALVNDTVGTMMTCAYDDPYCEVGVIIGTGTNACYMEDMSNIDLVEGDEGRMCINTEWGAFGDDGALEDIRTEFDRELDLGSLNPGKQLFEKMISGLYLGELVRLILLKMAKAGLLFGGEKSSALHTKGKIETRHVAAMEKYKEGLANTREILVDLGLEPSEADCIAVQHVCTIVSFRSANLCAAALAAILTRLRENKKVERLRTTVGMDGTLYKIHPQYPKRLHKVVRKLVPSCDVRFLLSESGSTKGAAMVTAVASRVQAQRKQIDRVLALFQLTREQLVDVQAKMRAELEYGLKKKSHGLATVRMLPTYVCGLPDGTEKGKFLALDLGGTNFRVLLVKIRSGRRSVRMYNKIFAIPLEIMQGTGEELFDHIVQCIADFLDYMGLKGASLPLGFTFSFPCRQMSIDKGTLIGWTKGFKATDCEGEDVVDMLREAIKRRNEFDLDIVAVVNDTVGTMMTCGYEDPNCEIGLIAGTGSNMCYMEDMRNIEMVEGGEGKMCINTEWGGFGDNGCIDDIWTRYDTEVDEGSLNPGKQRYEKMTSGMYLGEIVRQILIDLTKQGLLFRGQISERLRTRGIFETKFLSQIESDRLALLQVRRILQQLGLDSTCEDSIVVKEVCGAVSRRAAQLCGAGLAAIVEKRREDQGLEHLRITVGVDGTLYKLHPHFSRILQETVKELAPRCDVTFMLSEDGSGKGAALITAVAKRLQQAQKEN
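Test system: HK5 enzyme. Quantity: 5 µg/mL HK5 final. Reagent: glucose and ATP substrates. Schedule: 90 min reaction incubation at room temperature, dark. Technique: resazurin-to-resorufin fluorescence via G6PDH and diaphorase coupling, 525/613 nm. Control set: DMSO wells with and without enzyme mix.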
Apaf1 inhib: blocks human Apaf-1 apoptosome activity; reconstituted apoptosome caspase-3 activity, DEVD-Rh110 fluorescence; inhibition, % at 20 µM; 330,000 compounds, 0.71% hits; active = inhibition of at least 40% at 20 µM;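 also: plate controls were DMSO wells for no effect and DEVD-CHO caspase inhibitor wells for full effect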
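Assay system – apoptosome proteins · Medium – Hepes buffer, pH 7.5 · Also added – cytochrome c with DEVD-Rh110 · Timing – 30 min compound preincubation, 50 min activation, room temperature · Detection – Rh110 fluorescence, excitation 480 nm, emission 540 nm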
697 NFkB inh: inhibitors of the PMA/ionomycin-induced NF-kB reporter in 697 B cells; inhibition, % at 4 µM; 330,000 compounds, 0.33% hits; 697 B-cell NF-kB luciferase reporter, 16 h; in the data active = inhibition above about 35%
Gli-Sufu antag: blocks Gli-Sufu signaling in a luciferase reporter; Sufu-KO-LIGHT fibroblasts, Gli luciferase reporter luminescence; inhibition, % at 5 µM; 340,000 compounds, 0.74% hits;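 active = inhibition above about 55%, limit read from the data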;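 also: 0% = DMSO-treated cells and 100% = wells with medium but no cells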
UBC13 inh: blocks human UBC13 polyubiquitin chain formation. P61088. inhibition, % at 20 µM. AID 485273. TR-FRET. 330,000 compounds, 0.47% hits; in the data active = inhibition above about 45%, passing the limit was not always enough
Target sequence (P61088 whole entry, looked up): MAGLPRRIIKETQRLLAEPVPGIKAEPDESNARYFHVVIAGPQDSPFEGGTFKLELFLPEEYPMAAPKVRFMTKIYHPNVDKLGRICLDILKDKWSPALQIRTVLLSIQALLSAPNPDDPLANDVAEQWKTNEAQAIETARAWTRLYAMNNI
Jurkat NFkB inh: lowers PMA/ionomycin-induced NF-kB signal in Jurkat cells; PMA/ionomycin-induced NF-kB luciferase reporter, luminescence; inhibition, % at 4 µM; 330,000 compounds, 0.53% hits; AID 435003
SENP8 block: inhibitors of human SENP8 protease | Q96LD8 | purified SENP8, Z-RLRGG-aminoluciferin cleavage, luminescence | 330,000 compounds, 1.2% hits | inhibition, % at 10 µM
An asterisk follows results filed as active; · = no result given. Rule as the data show it, unless noted: active = inhibition above about 50%; inactive = the rest.

Preview (4 entries):
SMILES	SENP7 inh	HKDC1 inh	Apaf1 inhib	697 NFkB inh	Gli-Sufu antag	UBC13 inh	Jurkat NFkB inh	SENP8 block
Cc1ccc(S(=O)(=O)c2nc(-c3ccccc3)oc2SCC(=O)NCC2CCCO2)cc1 (stereo not given)	-6	-2	10	11	30	-2	-6	-1
COc1cc(OC)cc(C(=O)NNC(=O)CN2C(=O)NC(C)(c3ccc(C)cc3)C2=O)c1 (stereo not given)	1	-1	11	3	-3	-3	10	-8
CCN(CC)c1ccc(NC(=O)CNCc2ccccc2Cl)c(C)c1	6	1	13	5	41	0	-3	4
Cc1ccc(CSCCNC(=O)/C=C/c2ccc(Cl)cc2)cc1	1	-4	7	-27	2	-10	-4	-2

Main list, previewed entries included:
SMILES	SENP7 inh	HKDC1 inh	Apaf1 inhib	697 NFkB inh	Gli-Sufu antag	UBC13 inh	Jurkat NFkB inh	SENP8 block
Cc1ccc(S(=O)(=O)c2nc(-c3ccccc3)oc2SCC(=O)NCC2CCCO2)cc1 (stereo not given)	-6	-2	10	11	30	-2	-6	-1
COc1cc(OC)cc(C(=O)NNC(=O)CN2C(=O)NC(C)(c3ccc(C)cc3)C2=O)c1 (stereo not given)	1	-1	11	3	-3	-3	10	-8
CCN(CC)c1ccc(NC(=O)CNCc2ccccc2Cl)c(C)c1	6	1	13	5	41	0	-3	4
Cc1ccc(CSCCNC(=O)/C=C/c2ccc(Cl)cc2)cc1	1	-4	7	-27	2	-10	-4	-2
O=C(Cc1cccs1)Nc1ccccc1-c1nc2ccccc2[nH]1	-8	1	-12	-12	-1	15	15	-8
COC(=O)CCSCc1cn2cc(Cl)ccc2n1	-2	-5	2	35	1	-12	-2	-13
COc1cccc(NC(=O)NCc2ccccn2)c1	-7	-4	1	-5	-5	3	-6	-4
COc1cc(C2NC(=O)NC(c3ccccc3)=C2C(C)=O)cc(Cl)c1OCC(=O)O (stereo not given)	-3	-13	-6	9	2	5	6	2
Cc1ccc(S(=O)(=O)C2(C(=O)N3CCCCC3C)CC2)cc1 (stereo not given)	4	-4	-16	27	-7	8	15	-3
O=c1c2ccccc2nc2c3ccccc3c(NCCO)nn12	1	9	16	-37	-6	0	-45	7
Cc1ccc(C(=O)NCCNC(=O)c2ccc(C)nc2)cc1	6	-6	1	12	-2	2	8	3
COc1ccc(C(O)c2nccn2Cc2ccccc2)cc1OC (stereo not given)	3	4	-3	3	10	4	13	-2
CC(C)CCNC1=NCCCCC1	-6	-14	-2	-5	0	0	3	-6
Cc1ccc(-n2c(SCC(N)=O)nc(O)cc2=O)cc1	-6	-6	1	-7	-6	-5	-13	-10
CC(=O)c1ccc(N2CCN(C(=O)Cc3n[nH]c(=O)c4ccccc34)CC2)cc1	-9	-1	-8	9	20	-10	-3	-7
COc1cccc(C(=O)NCc2ccccc2OC)c1	5	0	-25	14	13	3	1	-9
COC(=O)c1ccc(C(=O)OC)c(NC(=O)CN(c2ccc3c(c2)OCO3)S(C)(=O)=O)c1	9	-6	18	-17	-2	-15	-17	1
COc1ccc(-c2cc(Nc3ccccc3NC(=O)C(F)(F)F)n(CCC#N)n2)cc1	2	-9	-2	-57	2	-4	19	4
CCCCCc1cc(=O)oc2c(C(CCN3CCCC(C)C3)c3ccc(OC)cc3)c(OC)cc(OC)c12 (stereo not given)	-2	2	66*	6	11	65*	13	-19
OC(COc1ccc2c(c1)CCC2)CN1CCN(c2ccccc2F)CC1 (stereo not given)	-1	-6	15	-8	-3	3	15	4
Cc1cc(C(=O)OCC(=O)N2CCc3ccccc32)c(C)o1	6	-6	6	-9	5	2	-7	7
COC(=O)COc1ccc(S(=O)(=O)NCc2cccnc2)cc1	0	-5	-14	17	2	3	1	1
Cc1ccc(SCCNC(=O)c2ccc(C)c([N+](=O)[O-])c2)cc1	1	3	11	15	30	12	9	1
NC(Cc1cccc2nsnc12)C(=O)O (stereo not given)	0	1	-4	23	-14	-1	12	-1
Cc1ccc(NC(=O)CN(C)C(=O)COC(=O)c2ccc(NC(=O)CC#N)cc2)cc1	9	0	6	-25	-4	-10	10	-4
The results go on.
SMILES	SENP7 inh	HKDC1 inh	Apaf1 inhib	697 NFkB inh	Gli-Sufu antag	UBC13 inh	Jurkat NFkB inh	SENP8 block
CC1(c2ccc(OC(F)F)cc2)NC(=O)N(CC(=O)Nc2ccc3c(c2)OCO3)C1=O (stereo not given)	-2	6	-11	1	24	7	2	7
Cc1ccc(Cl)cc1NC(=S)N(Cc1cccs1)C1CCCC1	4	-2	2	-18	1	-6	3	-2
C/C(=N\Nc1cc(Cl)nc(C)n1)c1ccc(Cl)c(Cl)c1	1	-9	8	-20	7	5	-13	-1
CCC1CCCCN1CCCNC(=O)CN1C(=O)COc2ccc(S(=O)(=O)N3CCC(C)CC3)cc21 (stereo not given)	0	-6	-12	-23	7	6	6	6
COc1ccccc1NC(=S)NCc1ccc2c(c1)OCO2	21	-9	6	-21	-6	4	-21	-3
N#Cc1ccc(C(=O)N2CCN(S(=O)(=O)c3ccc(Br)s3)CC2)cc1	-6	-12	-5	11	-2	4	-2	-1
Cc1occc1C(=O)NNC(=S)NCc1ccccc1	8	-6	9	12	0	0	0	-2
CCCCCCCOc1ccc(-c2ccc(C#N)cn2)cc1	-5	15	12	0	4	12	1	-2
CCC(C)c1ccccc1N1CC(C(=O)Nc2ccc(C)c(S(=O)(=O)N3CCOCC3)c2)CC1=O (stereo not given)	-2	-4	11	4	9	2	11	-9
O=C(O)CCSCC(=O)c1ccc2c(c1)OCCO2	-14	1	-2	16	0	-2	3	-29
COc1cc(NC(=O)CSc2nncn2C)cc(OC)c1OC	3	-11	-5	6	7	8	8	-1
CC1=C(C#N)C(c2ccc(O)cc2)C(C#N)=C(C)N1	3	-1	-11	11	3	11	12	0
COc1ccc(CCNC(=O)C2CCCN(S(=O)(=O)c3ccc(OC)cc3)C2)cc1 (stereo not given)	-7	-6	-4	19	-3	4	17	1
CCc1ccc(/C=C2\SC(=S)N(CCC(=O)NC3=NCCS3)C2=O)cc1	-1	·	-7	71*	·	1	23	-1
CC1CCc2nn(CC(=O)NCCCN3CCCCC3)cc2C1 (stereo not given)	-6	-8	6	6	-2	5	3	-10
Cc1ccc(N(CC(=O)N2CCn3c2nc2ccccc23)S(=O)(=O)c2c(C)n[nH]c2C)cc1	0	0	6	0	2	4	6	7
NC(N)=NN=C1CCCCCCCCCCC1	8	-4	5	-44	3	44	69*	-9
Cc1oc(-c2ccccc2)nc1C(=O)N1CCN(c2ccc(F)cc2)CC1	-1	1	-4	15	4	-11	5	-5
Cc1cc(-c2ccc(C(C)C)c(S(=O)(=O)N3CC(=O)Nc4ccccc43)c2)on1	-1	5	17	-5	-13	-1	19	-5
Cc1ccc(C)c(NC(=O)C2CC3c4ccccc4C2c2ccccc23)c1 (stereo not given)	0	-8	0	-15	26	-13	21	5
CCNCC(=O)N1c2ccccc2CCc2ccc(NC(=O)OC(C)C)cc21	0	-1	12	-26	25	7	-2	-2
COC(=O)c1ccc(NC(=O)c2ccc(N(C)S(C)(=O)=O)cc2)cc1	6	-8	-2	-14	3	3	5	-3
O=C(NCc1cccnc1)/C(=C/c1ccco1)NC(=O)c1ccccc1	2	-1	-32	22	-8	-3	6	-8
N#Cc1nc(N2CCCCC2)nc(N2CCOCC2)n1	3	-9	-26	-27	-18	9	11	1
O=C(CN1C(=O)NC2(CCc3ccccc3C2)C1=O)NCC(F)(F)F (stereo not given)	-3	-5	-6	15	-6	0	-16	-1

Some values from the list.
O=C(NCc1cccnc1)/C(=C/c1ccco1)NC(=O)c1ccccc1 in UBC13 inh: -3
Cc1ccc(C)c(NC(=O)C2CC3c4ccccc4C2c2ccccc23)c1 (stereo not given) in Apaf1 inhib: 0
COC(=O)c1ccc(NC(=O)c2ccc(N(C)S(C)(=O)=O)cc2)cc1 in SENP7 inh: 6
NC(N)=NN=C1CCCCCCCCCCC1 in SENP8 block: -9

More compounds follow:
SMILES	SENP7 inh	HKDC1 inh	Apaf1 inhib	697 NFkB inh	Gli-Sufu antag	UBC13 inh	Jurkat NFkB inh	SENP8 block
CSc1nc(-c2ccco2)nn1C(=O)CCc1ccccc1	-2	8	-7	10	6	-4	-6	-13
CCCC#CCN1CCN(C23CC4CC(CC(C4)C2)C3)CC1	-4	2	-5	3	-2	13	-4	0
Cc1cc2c([nH]c3ccccc32)c2c1OC(C)(C)C=C2	-5	3	8	-66	-48	3	-82	-7
CN(CC(=O)NCc1ccncc1)S(=O)(=O)c1ccc2ccccc2c1	2	-9	0	10	2	3	18	-4
COCCCn1c(=S)[nH]c(C)c(C)c1=O	-2	-2	-21	-6	-5	-2	-14	4
CC(=O)NS(=O)(=O)c1ccccc1	-12	-6	-1	5	-4	-1	2	-5
COc1cc(NS(C)(=O)=O)c(OC)cc1NC(=O)c1cccc(F)c1	9	8	-23	-14	2	-10	-21	-14
Cc1ccc(C)c(OCC(=O)N(Cc2nnc(-c3ccccc3Cl)o2)C2CC2)c1	-6	2	15	-21	2	-6	17	4
CC(C)C(=O)Nc1ccc(C(=O)Nc2nnc(C(C)(C)C)s2)cc1	-3	-13	8	-15	-2	4	2	-4
CC(C)N1CCC(N2CCN(C3CCCCC3)CC2CCO)CC1 (stereo not given)	1	-2	-1	8	-10	-4	-13	-6
O=C(Cn1nc(C(F)(F)F)c2c1CCCC2)Nc1ccc2c(c1)OCO2	-3	1	9	2	6	11	9	3
COc1ccccc1CNC(=O)COc1ccc(Br)c(C)c1	5	-1	17	-37	47	-5	-12	1
COc1ccc2nc(SCC(=O)c3ccco3)[nH]c2c1	4	-12	-9	-71	-16	0	-48	8
Brc1ccc2oc(-c3ccn[nH]3)cc2c1	32	1	-8	-122	-63	8	-95	20
O=C(Nc1ccc(Br)cc1F)c1sccc1-n1cccc1	-4	6	-3	-8	-21	9	-21	9
Nc1c(C(=O)Nc2ccccc2)nnn1-c1ccc2c(c1)OCCO2	82*	-1	10	-234	-84	4	-157	76*
CCCCn1c(N)c(N(CC(C)C)C(=O)c2oc3c(Cl)cccc3c2C)c(=O)[nH]c1=O	3	3	1	17	5	-6	18	0
CCn1ccnc1CN1CCCC(C(=O)c2ccc3c4c(cccc24)CC3)C1 (stereo not given)	3	0	6	8	-18	19	5	4
O=C(CN1C(=O)NC2(CCCCC2)C1=O)NC1CCCc2ccccc21 (stereo not given)	-2	-6	-5	-6	9	5	-4	10
COc1ccccc1C(=O)CC(=O)C(=O)Nc1cccc([N+](=O)[O-])c1C	1	1	5	-3	2	-6	3	2
CCc1ccc(Oc2coc3cc(OC(=O)c4cc5ccccc5oc4=O)ccc3c2=O)cc1	6	-8	3	-12	-28	16	8	-4
Cc1ccccc1OCCCN1CCCC1	-2	-4	3	5	4	-7	-5	-12
Cc1cnccc1CN(C)Cc1nc(Cc2ccccc2Cl)no1	6	-11	14	-6	55*	-4	2	5
CC(C)(C)C(=O)Nc1cc2c3c(c1)CCC(=O)N3CCC2	0	4	2	8	26	-4	3	1
O=C1OCCN1C(=O)[C@H]1[C@H](c2ccc([N+](=O)[O-])cc2)C(c2ccccc2)=NN1c1ccc(Br)cc1	3	1	12	-3	1	·	·	·
COc1ccc(CCN(C)Cc2ccc(OCc3ccccc3)c(OC)c2)cc1OC	1	-6	-14	7	4	15	11	-1
COc1ccccc1NC(=O)Nc1ccnn1Cc1cccs1	1	1	-6	-23	35	0	5	6
CCOc1ccc2nc(N(CCCN(C)C)C(=O)c3ccc4c(c3)CCCC4)sc2c1	-1	3	19	5	45	42	-9	1

Entries of single compounds as entered above:
`COc1cc(NS(C)(=O)=O)c(OC)cc1NC(=O)c1cccc(F)c1` is entered as SENP7 inh: 9; HKDC1 inh: 8; Apaf1 inhib: -23; 697 NFkB inh: -14; Gli-Sufu antag: 2; UBC13 inh: -10; Jurkat NFkB inh: -21; SENP8 block: -14
`COc1ccccc1CNC(=O)COc1ccc(Br)c(C)c1` is entered as SENP7 inh: 5; HKDC1 inh: -1; Apaf1 inhib: 17; 697 NFkB inh: -37; Gli-Sufu antag: 47; UBC13 inh: -5; Jurkat NFkB inh: -12; SENP8 block: 1
`Cc1cnccc1CN(C)Cc1nc(Cc2ccccc2Cl)no1` is entered as SENP7 inh: 6; HKDC1 inh: -11; Apaf1 inhib: 14; 697 NFkB inh: -6; Gli-Sufu antag: 55*; UBC13 inh: -4; Jurkat NFkB inh: 2; SENP8 block: 5

Random draw from the library; any-hit rate near 3.6%.
